# TRHR ag: activates the human TRH receptor; activation, % at 2 µM; TRHR cells, calcium flux fluo-8, FDSS agonist mode; 360,000 tested, 0.18% active; further: 0% is about no effect
#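 Steps: seed TRHR cells overnight; add fluo-8 no-wash Ca dye, RT 30 min–1.5 h; record 10 s baseline; pin-transfer compounds; monitor fluorescence 1 cycle/s for the agonist window. Calcium increases flag candidate agonists.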
# D1 antagonist: blocks dopamine activation of the human D1 receptor. P21728. HEK293 TREx D1 cells, calcium flux, dopamine EC80; active compounds read low. 360,000 tested, 3.2% active. activity change, negative = inhibition, % at 10 µM; in the data active means activity change below about -30%; further: on the % scale 0 is the no-effect control and ±100 the full control effect
# Target sequence (P21728 whole entry, looked up): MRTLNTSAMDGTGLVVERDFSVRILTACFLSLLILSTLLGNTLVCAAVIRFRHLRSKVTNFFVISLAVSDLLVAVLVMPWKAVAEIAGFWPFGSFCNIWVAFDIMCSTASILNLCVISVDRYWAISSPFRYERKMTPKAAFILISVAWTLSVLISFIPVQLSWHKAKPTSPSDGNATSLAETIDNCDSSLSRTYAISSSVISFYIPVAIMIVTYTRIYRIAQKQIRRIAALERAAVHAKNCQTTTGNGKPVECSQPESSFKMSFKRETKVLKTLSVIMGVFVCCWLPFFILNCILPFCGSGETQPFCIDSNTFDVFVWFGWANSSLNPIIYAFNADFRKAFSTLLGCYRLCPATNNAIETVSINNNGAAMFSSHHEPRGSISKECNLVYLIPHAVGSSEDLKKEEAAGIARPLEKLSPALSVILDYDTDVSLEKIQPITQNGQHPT
#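 Compound effects on dopamine-evoked calcium signalling were measured in tetracycline-induced HEK293 Trex D1 cells. Dopamine at EC80 followed a 180 s compound pre-read, and fluorescence was tracked kinetically for 180 s more.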
# D2 antag: antagonizes the human D2 dopamine receptor. HEK293 TREx D2 cells, calcium flux, dopamine EC80. AID 485344. P14416. 340,000 tested, 2% active. inhibition, % at 10 µM; in the data active means inhibition above about 30%; further: 0% is about no effect
# Target sequence (P14416 whole entry, looked up): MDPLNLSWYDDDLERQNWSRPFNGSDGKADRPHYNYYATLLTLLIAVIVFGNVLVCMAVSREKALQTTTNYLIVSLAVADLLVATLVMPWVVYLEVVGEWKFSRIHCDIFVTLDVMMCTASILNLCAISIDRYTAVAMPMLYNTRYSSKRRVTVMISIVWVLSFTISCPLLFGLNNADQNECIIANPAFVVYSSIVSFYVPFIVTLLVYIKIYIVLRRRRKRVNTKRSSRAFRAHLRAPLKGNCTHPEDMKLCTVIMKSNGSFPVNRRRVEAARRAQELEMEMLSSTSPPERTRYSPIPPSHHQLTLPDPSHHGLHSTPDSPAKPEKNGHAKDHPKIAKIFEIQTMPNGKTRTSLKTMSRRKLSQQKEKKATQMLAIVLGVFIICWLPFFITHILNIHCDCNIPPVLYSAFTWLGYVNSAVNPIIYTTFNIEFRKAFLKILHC
#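 Compounds are added to dye-loaded, induced HEK293 T-REx cells coupled to calcium release via D2; after a 3 min kinetic read an EC80 dopamine stimulus is given and fluorescence is recorded for 3 more min.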
# D1 ag: agonists of human D1 dopamine receptor | P21728 | HEK293 T-REx D1 cells, calcium flux, agonist mode | activation, % at 2 µM | 360,000 tested, 1% active | AID 504660; further: 0% is about no effect
#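 Agonism was scored from calcium flux recorded over 180 s (1 read/s) after pintool compound addition, following a 10-cycle baseline. Cells were inducible force-coupled HEK293 TREx D1, plated overnight at 30 C and loaded with no-wash calcium dye.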
# D2 PAM: positively modulates the human D2 dopamine receptor allosterically; potentiation, % at 10 µM; 340,000 tested, 0.34% active; P14416; HEK293 T-REx D2, calcium flux, EC20 dopamine potentiation; AID 485347;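 active means potentiation over 3 SD above the plate norm, cut at about 30% in these data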; further: 0% is about no effect
#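 Tetracycline-induced HEK293 T-REx cells force-coupled to calcium signalling expressed D2; compounds were pin-added after a 10 s baseline, read kinetically 180 s, then an EC20 dopamine challenge followed with a further 180 s calcium read.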
# D1 PAM: potentiators of human D1 dopamine receptor; P21728; HEK293 TREx D1 cells, calcium flux, dopamine EC20 potentiation; potentiation, % at 10 µM; 360,000 tested, 0.036% active; in the data active means potentiation above about 30%; further: 0% is about no effect
# TRHR PAM: TRH receptor (human) allosteric enhancement; P34981; enhancement, % at 2 µM; TRHR cells, fluo-8 calcium fluorescence, EC20 TRH enhancement; 360,000 tested, 0.66% active; in the data active means enhancement above about 30%; further: 0% is about no effect
#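 Enhancer read-out: after compound pinning and an initial kinetic agonist-mode read, an EC20 of TRH (10 nM final) was injected and fluo-8 calcium signal (Ex 480/Em 530) followed at 1 s/cycle for 100 cycles in TRHR-expressing cells.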
# RXFP1 antagonist: blocks the human relaxin receptor RXFP1 | activity change, negative = inhibition, % at 57.5 µM | HEK293-RXFP1, relaxin-stimulated cAMP HTRF, 30 min; active compounds read low | Q9HBX9 | 350,000 tested, 0.59% active;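 active means activity change of -60% or lower, but not beyond a set lower limit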; further: on the % scale 0 is the no-effect control and ±100 the full control effect
# D2 ag: activates the human D2 dopamine receptor; HEK293 T-REx D2 cells, calcium flux agonist mode; activation, % at 2 µM; 340,000 tested, 0.53% active;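 active means activation over 3 SD above normal in the single-dose calcium agonist read, cut at about 30% in these data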; further: 0% is about no effect
#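 HEK293 Trex D2 cells, tetracycline-induced, o/n 30 C 5% CO2; no-wash Ca dye, RT 30–90 min; 10-cycle baseline, 23 nl cpd added, kinetic Ca read 180 s; agonist hits = positive Ca response.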
# * marks the source's active call; other numbers are inactive results; . = no result given. Unless noted, no stated cut-off is given here; in the data, active means activation above about 30%; inactive means the rest.
SMILES,TRHR ag,D1 antagonist,D2 antag,D1 ag,D2 PAM,D1 PAM,TRHR PAM,RXFP1 antagonist,D2 ag
CCN1CCc2c(OCC(=O)Nc3cccc(C)c3)cccc2C1=O,-0.2,4,-15,5,-10,-5,5,-12,1.8
Cc1cc(C)c(S(=O)(=O)NCC(c2ccco2)N2CCOCC2)c(C)c1 (stereo not drawn),-0.1,.,.,-4,-4,1,2,.,-0.3
CCn1c2ccccc2c2nnc(SCCCn3c(=O)[nH]c4ccccc43)nc21,-2.3,-2,-13,1,-2,0,-1,10,1.3
CC(=O)Nc1sc(N/N=C\c2ccco2)nc1-c1cccs1,0.6,6,9,0,-10,-4,-2,-16,0.6
CCCSc1ncc(Cl)c(C(=O)Nc2sc3c(c2C(=O)NCC)CCCC3)n1,0.1,3,.,-1,7,-1,-13,1,-0.3
COc1ccc(CCn2c(N)cc(=O)[nH]c2=O)cc1OC,0.5,-48*,0,1,-13,-7,7,-4,0.6
CCOC(=O)c1ccc(NC(=S)NCCc2ccc(OC)c(OC)c2)cc1,1.8,-18,.,27,5,0,5,-17,.
Cc1ncc([N+](=O)[O-])n1CC(=O)Nc1ccc(F)cc1,0.2,-3,-7,0,-5,-3,-4,3,0.2
CCn1c(SCC(=O)OC(C)C)nnc1-c1ccccc1OC,-2.6,-9,-1,3,2,-8,-5,0,0.2
COc1ccc(-c2nc(N)n(C(=O)c3cccs3)n2)cc1,-0.1,8,26,1,-5,-1,2,-11,-0.1
COc1ccc(C2=NCN(c3ccc(C)cc3)C(=S)N2)cc1,-0.1,-26,10,1,-4,-5,6,-12,-0.9
COc1cc2c(cc1NC(=O)CSc1nc3ccc(C)cc3[nH]1)oc1ccccc12,1.7,1,1,4,-6,-1,-5,.,0.4
COCc1cccc(C2=CC(=O)C[C@H](c3ccc(OC)cc3)C2)c1,-0.2,-17,4,-1,-2,-2,-3,.,-0.3
CC1=C(C)CC(C(=O)NC2CCN(C(C)C)CC2)C(C(=O)O)C1 (stereo not drawn),0.7,13,4,4,-2,-7,0,-4,0.0
CC(C)c1ccc(NC(=O)N2CCC(c3nc4ccccc4o3)CC2)cc1,-0.4,-1,8,0,-13,4,-6,-10,-1.1
O=C(Nc1ccc([N+](=O)[O-])cc1)Nc1ccc2[nH]c(=O)[nH]c2c1,0.2,-28,-4,1,-11,-5,-2,-30,-0.1
C=CCn1nnnc1-c1cc(Cl)cc(Cl)c1,-0.7,-21,2,1,-10,-4,-2,2,-0.4
O=C(NC1(C(F)(F)F)NC(=O)N(Cc2cccnc2)C1=O)c1ccc(F)cc1 (stereo not drawn),-0.2,-23,6,-1,39*,5,2,-4,-0.6
CN(c1nnc(NC(=O)Nc2ccccc2C(F)(F)F)s1)C1CCCCC1,-1.2,-7,.,0,13,-5,-2,-26,-1.3
Cc1cc(C(=O)COC(=O)c2n[nH]c(=O)c3ccccc23)c(C)n1C,-0.1,-2,16,0,-2,.,1,0,-1.2
N=c1n(CC(=O)c2ccc(Br)s2)c2ccccc2n1Cc1ccccc1,3.1,-20,6,49*,3,-3,-5,-6,1.7
Cc1ccc(NC(=O)c2ccc(C)c(NC3=NC4CS(=O)(=O)CC4S3)c2)cc1C (stereo not drawn),0.4,-6,11,2,2,-6,-1,5,-0.4
Cc1ccc(Cn2cnc3sc4c(c3c2=O)CCC4)c(C)c1,-0.1,8,-5,-1,11,38*,0,-2,-1.0
Cc1cc(C(C)(C)C)cc(S(=O)(=O)NCCc2ccncc2)c1C,-0.2,-8,1,8,4,-2,0,0,1.7
CCOc1ccc(NC(=O)c2sc3nc(C)nc(N4CCOCC4)c3c2C)cc1,-0.4,-12,.,2,.,-5,-17,-32,.
COc1cccc(-c2ccc3c(N)c(C(=O)NC4CC4)sc3n2)c1,0.8,2,-3,1,11,-4,3,-19,0.4
OCCN1CCN(CC(O)COc2ccc(-c3ccccc3)cc2)CC1 (stereo not drawn),0.8,-24,-12,5,-7,-8,3,-4,-0.1
CN(C)c1ccc(/C=N/NC(=O)c2nnn(-c3nonc3N)c2COc2ccc(F)cc2)cc1,0.1,-1,8,6,11,6,3,-5,-0.4
COc1ccc(-c2noc(-c3ccc(N4CCOCC4)c([N+](=O)[O-])c3)n2)cc1OC,1.2,-12,.,18,3,4,-2,.,1.5
COc1ccc(S(=O)(=O)N(C)c2ccc(C(=O)N3CCOCC3)cc2)cc1OC,0.1,19,-6,0,13,-2,3,-29,0.6
COc1cccc(N2CC(NC(=O)C(c3ccccc3)c3ccccc3)CC2=O)c1 (stereo not drawn),-0.6,.,.,-1,3,1,-3,-2,-2.3
COCCSc1ccccc1C(=O)N1CCN(Cc2ccccc2)CC1,0.9,6,.,-1,.,-2,1,-1,.
CCOC(=O)c1cc(S(=O)(=O)NCCc2ccc(OC)c(OC)c2)cn1C,0.0,0,14,1,-1,2,-1,2,-0.7
CCC(=O)N1CCc2cc(S(=O)(=O)NC(Cc3ccccc3)C(=O)NCc3ccc(C)cc3)ccc21 (stereo not drawn),1.4,21,.,11,-15,-1,-4,-18,0.7
O=[N+]([O-])c1ccc(N/N=C/c2cn(Cc3ccc(F)cc3)c3ccccc23)nc1,5.8,-2,.,13,.,-5,-2,-13,.
Cc1cc(CO)nn1-c1ccc([N+](=O)[O-])cc1,0.0,-3,-2,3,-5,1,4,14,-0.8
Cc1ccccc1Nc1nnc(SCC(=O)NC2CCCc3ccccc32)s1 (stereo not drawn),0.6,3,5,6,-16,-3,-3,-4,0.6
O=S(=O)(Nc1cc(Br)cc2cccnc12)c1ccccc1,1.4,0,.,3,.,2,2,.,.
CN(C)c1ccc(O)c2c1CC1CC3[C@@H](N(C)C)C(=O)C(C(N)=O)=C(O)[C@]3(O)C(=O)C1=C2O (stereo partly drawn),-0.2,-7,-10,-1,-9,2,-2,.,-2.2
COc1ccc(C(=O)NC(=S)Nc2ccccc2N2CCOCC2)cc1Br,1.1,-1,.,1,.,13,-8,4,.
Cc1ccc(-n2cc(C(=O)O)c(=O)cc2C)c(C)c1,-1.4,-4,-5,4,7,10,2,-4,-0.3
Cc1ccc(C(=O)CN(Cc2ccccc2)C2=NCCS2)cc1,-1.6,11,-11,2,-7,-5,11,.,-0.6
CCC1CN(C(=O)N2CCC(C(=O)Nc3ccccc3OC)CC2)c2ccccc2O1 (stereo not drawn),-1.0,-1,4,0,-5,-2,5,12,0.2
O=C(Nc1cccc(-c2cscn2)c1)C1CCN(Cc2ccsc2)CC1,1.5,2,48*,5,-24,-12,1,-4,0.5
Cc1ccccc1-c1nc(CS(=O)(=O)CC(=O)NCCN2CCCC2)c(C)o1,-0.2,-8,-8,4,6,-2,-5,-6,0.2
CCc1ccc(Nc2nn(-c3ccc(OC(F)(F)F)cc3)nc2C(C)=O)cc1,1.3,4,.,-1,-14,0,0,10,7.5
CCOc1ccc2[nH]c(=O)c(CN(Cc3cccs3)Cc3nnnn3C(C)(C)C)cc2c1,-0.7,-30*,0,1,11,0,-4,3,-1.3
CC(OC(=O)/C=C/c1ccc2ccccc2n1)C(=O)NCc1ccccc1 (stereo not drawn),-0.1,-7,6,10,-5,-6,2,-18,0.2
Cc1cccc(CSc2nc3c(c(=O)[nH]2)C(c2cccc(O)c2)CC(=O)N3)c1 (stereo not drawn),-2.7,7,.,16,11,14,-1,-8,-2.2
COc1cc(C(=O)NCc2ccc3c(c2)CCN3C(=O)c2ccc(Cl)cc2)cc(OC)c1OC,-0.3,-2,.,0,7,-2,2,-16,0.3
COCCCN1C(=O)C(=O)/C(=C(/O)c2ccc(S(=O)(=O)N3CCCCC3)cc2)C1c1ccc(O)c(OC)c1 (stereo not drawn),0.9,4,.,0,.,-8,19,10,.
CC1CCN(C(c2ccc(F)cc2)c2sc3nc(-c4ccco4)nn3c2O)CC1 (stereo not drawn),-0.3,.,.,-4,13,-1,3,9,0.3
COc1ccc(N(C(=O)c2ccc(OC)c(OC)c2)S(=O)(=O)c2ccc(Cl)cc2)cc1,1.1,-12,.,9,0,-1,-3,.,0.5
CC(=O)N1CCc2cc(Br)cc(S(=O)(=O)N3CCN(c4cccc(C(F)(F)F)c4)CC3)c21,0.8,0,.,3,-7,0,-1,-11,.
COc1ccnc(CN(C)C(=O)C2CCC(=O)N(Cc3cccc(C(F)(F)F)c3)C2)c1 (stereo not drawn),0.0,-6,7,-1,0,-2,2,-6,-0.7
O=C(c1ccc(Cl)cc1)N(Cc1ccccc1F)N1C(=O)CCCC1=O,0.0,-7,5,-1,6,-10,0,-2,1.5
CCc1cc2cccc(C)c2nc1SCC(=O)NNC(=O)c1ccco1,-0.5,-4,26,1,-2,-1,0,3,-0.4
CCOC(=O)c1c(N)sn(-c2ccccc2C)c1=S,-0.1,-16,-5,2,18,-3,-1,-3,1.0
Cc1ccc(NC(=O)CN2C(=O)CC(c3ccco3)Sc3ccccc32)cc1Cl (stereo not drawn),0.2,4,.,3,1,-5,-3,.,-0.2
C=CCNc1nc(Cl)nc(NCc2ccco2)n1,0.0,-2,0,6,-5,-1,5,-20,0.7
# (listing goes on)
SMILES,TRHR ag,D1 antagonist,D2 antag,D1 ag,D2 PAM,D1 PAM,TRHR PAM,RXFP1 antagonist,D2 ag
COC(=O)c1ccc(NC(=O)NC2CCCCC2)cc1,0.8,5,11,5,-1,-2,1,-10,-2.3
CCOC(=O)Nc1ccc(S(=O)(=O)Nc2cc(C)on2)cc1,0.2,-7,29,2,7,6,-6,9,-0.3
CC(NC(=O)c1ccc(C(=O)c2ccccc2)cc1)c1ccc(S(N)(=O)=O)cc1 (stereo not drawn),0.5,15,-5,1,-2,-2,-15,1,0.6
Cc1ccccc1Nc1nc(-c2sc(NC(=O)c3ccccc3)nc2C)cs1,0.6,9,-16,2,22,4,24,.,1.0
Cc1nonc1OCCNC(=O)C12CC3CC(CC(C3)C1)C2,0.2,-19,.,-1,11,-3,4,33,.
CCOC(=O)c1ccc(NC(=O)Cn2cnc3cc(C)c(C)cc32)cc1,0.7,-19,-5,17,-8,-1,7,-9,0.2

# Record cards, as listed above. Values in the order: TRHR ag | D1 antagonist | D2 antag | D1 ag | D2 PAM | D1 PAM | TRHR PAM | RXFP1 antagonist | D2 ag
# CC(NC(=O)c1ccc(C(=O)c2ccccc2)cc1)c1ccc(S(N)(=O)=O)cc1 (stereo not drawn) as listed: 0.5 | 15 | -5 | 1 | -2 | -2 | -15 | 1 | 0.6
# Cc1nonc1OCCNC(=O)C12CC3CC(CC(C3)C1)C2 as listed: 0.2 | -19 | . | -1 | 11 | -3 | 4 | 33 | .
# Cc1ccccc1Nc1nc(-c2sc(NC(=O)c3ccccc3)nc2C)cs1 as listed: 0.6 | 9 | -16 | 2 | 22 | 4 | 24 | . | 1.0
# CCOC(=O)c1ccc(NC(=O)Cn2cnc3cc(C)c(C)cc32)cc1 as listed: 0.7 | -19 | -5 | 17 | -8 | -1 | 7 | -9 | 0.2
# COC(=O)c1ccc(NC(=O)NC2CCCCC2)cc1 as listed: 0.8 | 5 | 11 | 5 | -1 | -2 | 1 | -10 | -2.3

# From PubChem
